Assay outcomes as filed in PubChem BioAssay.
FEN1 inhibitor: human FEN1 inhibition; P39748; Recombinant FEN1 flap cleavage, fluorescence, 15 min; Potency, µM (series often up to 114 µM), for the others: top-dose activity change, negative = inhibition, hits mostly inhibitors; 0.35% of 390,000 active; note: nearly all actives have a fitted effect of over 65% in size
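FEN1 at 10 nM preincubated with compounds 15 min at room temperature, then flap DNA substrate added at 50 nM final. Signal read at 0 and 15 min; concentration-response fitted with four-parameter Hill equation.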
TDP1 cell CPT: growth inhibition of DT40 Tdp1-/-;hTDP1 cells with camptothecin (screen for TDP1 inhibitors); AID 686979; chicken DT40 Tdp1-/-;hTDP1 cells + 20 nM CPT, ATP luminescence, 48 h; 12% of 420,000 active; Potency, µM (series often up to 46.2 µM), for inactives: at the highest dose activity change, negative = growth inhibition, hits mostly inhibitors; note: nearly all actives have a fitted effect of over 55% in size
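Chicken DT40 Tdp1-/- cells stably complemented with human TDP1 were seeded at 400 cells/well in medium containing 20 nM camptothecin, exposed to pin-transferred compounds, and grown at 37 °C for at least 48 hr. Viability was read as ATP luminescence.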
KAT2A inh: blocks human GCN5L2 histone acetyltransferase; Q92830; GCN5L2 HAT assay, ThioGlo1 CoA-SH fluorescence; Potency, µM (highest dose often 58.9 µM), inactives show at the highest dose activity change, negative = inhibition, usual class: inhibitors; 0.21% of 390,000 active; AID 504327
Target sequence (Q92830 whole entry, looked up): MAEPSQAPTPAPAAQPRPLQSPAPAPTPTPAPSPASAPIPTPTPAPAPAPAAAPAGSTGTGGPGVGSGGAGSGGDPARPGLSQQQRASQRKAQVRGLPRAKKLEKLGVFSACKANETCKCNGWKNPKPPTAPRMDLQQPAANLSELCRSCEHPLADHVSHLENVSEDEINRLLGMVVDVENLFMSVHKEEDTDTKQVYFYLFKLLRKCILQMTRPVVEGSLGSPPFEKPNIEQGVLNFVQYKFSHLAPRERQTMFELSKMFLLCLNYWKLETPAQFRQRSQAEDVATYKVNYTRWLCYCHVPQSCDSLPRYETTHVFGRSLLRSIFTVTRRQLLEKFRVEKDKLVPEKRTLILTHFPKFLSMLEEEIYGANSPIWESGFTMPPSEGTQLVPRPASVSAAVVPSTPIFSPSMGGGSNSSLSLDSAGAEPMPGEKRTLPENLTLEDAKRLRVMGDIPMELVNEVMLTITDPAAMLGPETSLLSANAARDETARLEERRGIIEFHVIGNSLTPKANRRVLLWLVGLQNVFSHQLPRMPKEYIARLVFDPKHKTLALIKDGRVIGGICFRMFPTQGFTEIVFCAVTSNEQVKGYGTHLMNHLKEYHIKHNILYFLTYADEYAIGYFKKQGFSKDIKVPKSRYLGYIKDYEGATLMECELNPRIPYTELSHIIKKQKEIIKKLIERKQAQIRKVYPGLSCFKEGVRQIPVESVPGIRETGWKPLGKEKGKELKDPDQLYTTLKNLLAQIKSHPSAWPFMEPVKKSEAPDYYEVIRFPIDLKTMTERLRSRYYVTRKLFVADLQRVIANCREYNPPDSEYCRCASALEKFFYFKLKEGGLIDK
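Titration-based screen in which CoA formation is detected via maleimide probe ThioGlo1 (50uM) turning fluorescent on thiol reaction; substrates H3(1-25) 75uM and acetyl-CoA 70uM, GCN5L2 20nM, 20 min incubation at room temperature.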
* = called active by the depositor; ? = inconclusive; / = not tested or not shown; & = joins results of further samples. Calls come from the whole dose curve; as a rule, active = well fitted curve in the direction sought with a large enough effect; inconclusive = small, poorly fitted or top-dose-only effect, or another doubt; inactive = no such curve, though single readings can be large; an effect the other way counts as inactive or inconclusive. % is set by controls: 0 for no effect and ±100 for the full control effect; potency is the fitted concentration of half-maximal effect. Only part of the results is shown; the hit share may differ from the screen's.

SMILES | FEN1 inhibitor | TDP1 cell CPT | KAT2A inh
O=C1c2ccc(-c3nc4ccccc4o3)cc2C(=O)N1Cc1cccnc1 | -2% | -12% | /
COC(=O)c1nn(-c2ccc3c(c2)CCN3C(C)=O)cc1O | -12% | ? | ?
CCC(CC)c1nnc(NC(=O)CSCC(=O)Nc2cc(C)on2)s1 | 7% | -10% | -6%
Cc1ccc(-c2noc(CCC(=O)N(C)c3ccccc3C)n2)cc1 | -21% | ? | -5%
CC(c1n[nH]c(=S)n1-c1ccc(F)cc1)N1CCCCC1 (configuration not stated) | -7% | 3% | 2%
Cc1nc2nc[nH]n2c(=O)c1CC(=O)O | -5% | -5% | 0%
CCOC(=O)C1CCCN(C(=S)Nc2ccc(Nc3ccccc3)cc2)C1 (configuration not stated) | -17% | ? | -16%
COc1ccc(CNC(=O)c2ccc(CNS(=O)(=O)c3ccc(F)cc3)cc2)cc1 | 0% | -12% | -6%
Cc1cc(=O)c2ccc(C(F)(F)F)cc2[nH]1 | 3% | -13% | -12%
CCc1ccc(N2C(=O)CC(Cn3nc(C)cc3C)C2=O)cc1 (configuration not stated) | -4% | 2% | 1%
Cc1cc(NC(=O)CSc2nnc(-c3ccncc3)n2-c2ccccc2)no1 | -2% | -12% | -6%
FC(F)(F)c1cccc(NC(=S)N2CCN(c3ccccn3)CC2)c1 | -1% | -15% | -10%
COc1cc(S(=O)(=O)Nc2cccc(C)c2)ccc1NC(=O)c1cccnc1 | -1% | ? | -3%
CCOc1ccc(CCNC(=O)C2CC(=O)N(Cc3ccc(OC)cc3)C2)cc1OCC (configuration not stated) | 20% | 0% | -5%
CCn1cc(C(=O)OCC(=O)Nc2ccc(F)cc2F)c(=O)c2ccc(C)nc21 | 13% | ? | -15%
CCOC(=O)c1c(C)[nH]c(C)c1C(=O)COC(=O)c1ccc([N+](=O)[O-])s1 | ? | ? | -21%
O=C(C1=C[C@@H](C2CCCCC2)C[C@@H](OCCCCO)O1)N1CCOCC1 | 0% | 2% | 2%
COc1ccc(Oc2ccccc2C=O)cc1 | 2% | 12µM* | 4%
CCc1ccc(OC(C)C(=O)Nc2ccccc2C(=O)N2CCOCC2)cc1 (configuration not stated) | -2% | -21% | 0%
CCNc1oc(-c2ccccc2F)nc1S(=O)(=O)c1ccccc1 | -1% | 2% | -20%
O=C(NCC1CCCO1)C(c1cccs1)N(C(=O)Cn1nnc(-c2cccs2)n1)C1CCCC1 (configuration not stated) | 1% | -17% | 1%
COc1ccc(S(=O)(=O)NCCc2ccco2)cc1OC | 2% | -3% | 2%
CC1(C2CC2)NC(=O)N(CC(=O)N2CCN(c3ccc(F)cc3)CC2)C1=O (configuration not stated) | 1% | -14% | 0%
O=C(CSc1ccc(-c2cccnc2)nn1)N1CCCC1 | -5% | 12% | -5%
Cc1ccc(C(C(=O)NC(C)(C)C)N(CCCN2CCOCC2)C(=O)c2ccc(-c3ccccc3)[nH]2)o1 (configuration not stated) | 12% | 6% | -2%

One compound at a time, as listed above. Order of screens: FEN1 inhibitor	TDP1 cell CPT	KAT2A inh
COC(=O)c1nn(-c2ccc3c(c2)CCN3C(C)=O)cc1O across the screens: -12%	?	?
CCOc1ccc(CCNC(=O)C2CC(=O)N(Cc3ccc(OC)cc3)C2)cc1OCC (configuration not stated) across the screens: 20%	0%	-5%
Cc1cc(=O)c2ccc(C(F)(F)F)cc2[nH]1 across the screens: 3%	-13%	-12%
CCOC(=O)c1c(C)[nH]c(C)c1C(=O)COC(=O)c1ccc([N+](=O)[O-])s1 across the screens: ?	?	-21%
O=C(NCC1CCCO1)C(c1cccs1)N(C(=O)Cn1nnc(-c2cccs2)n1)C1CCCC1 (configuration not stated) across the screens: 1%	-17%	1%

Structures from the list above with a furan ring, fused or not:
SMILES | FEN1 inhibitor | TDP1 cell CPT | KAT2A inh
COc1ccc(S(=O)(=O)NCCc2ccco2)cc1OC | 2% | -3% | 2%
Cc1ccc(C(C(=O)NC(C)(C)C)N(CCCN2CCOCC2)C(=O)c2ccc(-c3ccccc3)[nH]2)o1 (configuration not stated) | 12% | 6% | -2%

The list continues:
SMILES | FEN1 inhibitor | TDP1 cell CPT | KAT2A inh
Cc1cc(C)nc(N/N=C/C=C/c2ccccc2)n1 | 7% | ? | -8%
O=C(Nc1cccc(Br)c1)C1CC(=O)N(C2CCCC2)C1 (configuration not stated) | -6% | 1% | /
CCOc1ccc(NC(=O)C(NS(=O)(=O)c2cccc3nsnc23)c2ccccc2)cc1 (configuration not stated) | -19% | ? | 0%
O=C(CN1C(=O)c2cccc3cccc1c23)NCc1ccccn1 | -2% | ? | 0%
O=C(NC1CCCCC1)C1CCCN1S(=O)(=O)c1cccc2nsnc12 (configuration not stated) | -11% | -30% | -8%
COc1cc(N)c2ncsc2c1 | -11% | -19% | /
O=C(c1cc(COc2ccc(F)cc2Cl)on1)N1CCC(c2ccncc2)CC1 | -7% | 6.5µM* | 0%
CCn1c(/C=C/c2cc(Br)ccc2O)nc2ccccc2c1=O | -5% | ? | -15%
O=C(C1CCCN(S(=O)(=O)c2cccc3nonc23)C1)N1CCC(Cc2ccccc2)CC1 (configuration not stated) | -8% | 21µM* | /
C/C=C/Cn1c(SCc2ccccc2)nc2c1c(=O)[nH]c(=O)n2C | -4% | 21µM* | -1%
C=CCn1c(N)cc(=O)nc1SC(C)C(=O)Nc1cccc2ccccc12 (configuration not stated) | -14% | 12% | -3%
CC(C)N(c1ccc(C=O)cc1)C(C)C | -7% | -29% | /
Cc1ccccc1NC(=O)C1CCN(S(=O)(=O)c2cccc3nonc23)CC1 | -2%&15% | 2%&-10% | -4%&19%
CC(=O)N1CCN(c2nc3c(C)ccc(Cl)c3s2)CC1 | -12% | -1% | 2%
Cc1ccc(OCC(=O)N/N=C/c2cccn2C)cc1 | -9% | -3% | 0%
O=C(Nc1cccn2ncnc12)c1cccc(C(F)(F)F)c1 | -2% | 9% | -7%
O=C(CSc1nc(-c2ccccc2)c(-c2ccccc2)o1)NC1CCS(=O)(=O)C1 (configuration not stated) | -5% | -11% | -16%
COc1ncc2nc(-c3ccc(F)cc3)c(=O)n(CCC#N)c2n1 | / | 0% | -20%
Cc1cc(OC(=O)N2CCOCC2)cc(C)c1Cl | -1% | -10% | /
O=C(CSc1cccc[n+]1[O-])CSc1cccc[n+]1[O-] | 0% | 1µM* | -9%
O=C(COc1ccc(/C=N/NS(=O)(=O)c2ccccc2)cc1)NCc1ccccc1 | -1% | 0% | -6%
COc1ccccc1N(CC(=O)NCCSCc1ccccc1)S(C)(=O)=O | -4%&1% | -24%&-27% | 18%&0%
OCCC1CN(Cc2ccon2)CCN1Cc1ccc(F)c(F)c1 (configuration not stated) | -7% | 1% | -12%
CCSc1sc(CC)cc1C=O | -4% | -13% | -3%
COc1ccc(CC(=O)NCc2nnc(SCC(=O)N3CCN(c4ccccc4)CC3)n2C)cc1 | -11% | 3% | /
Next part
SMILES | FEN1 inhibitor | TDP1 cell CPT | KAT2A inh
Cc1ccc2nc(Nc3cccc(C(F)(F)F)c3)c3nnnn3c2c1 | 16% | ? | -2%
Cc1cccc(-n2cnc3cc(C(=O)N4CCCCC4)ccc32)c1 | -4% | -18% | 12%
CCOCCCn1c(SCC(=O)Nc2cc(C)ccc2C)nc2c(oc3ccccc32)c1=O | 20% | -13% | -4%
O=C(Nc1ccccc1O)c1nc(Cl)ccc1Cl | -10% | 7% | -9%
Cn1nnnc1SCC(=O)N1CCN(Cc2ccccc2)CC1 | 1% | -3% | -17%
O=C(NCCc1c[nH]c2ccccc12)Nc1ccccc1 | -9% | -5% | 1%
CCCC(=O)NCc1cc(-c2nn(C)c(=O)c3ccccc23)ccc1OC | 2% | 6% | -16%
COc1ccc(-c2cn3cccnc3n2)cc1NC(=O)c1ccccc1C(F)(F)F | -12% | -25% | -8%
CCO[C@@H]1OC(C(=O)NCc2ccccc2)=C[C@H](c2cn(C(C)=O)c3ccccc23)[C@H]1CCCO | -14% | ? | 1%
Cc1c(Cl)cccc1NC(=O)CSC(N)=O | -1% | 21µM* | -11%
COc1ccc(OC)c(-c2cnc(OC(C)(C)C)nc2OC(C)(C)C)c1 | 5% | 21µM* | -11%
CC1(C)CC(NC(=O)c2cc(Cl)ccc2Cl)CC(C)(C)N1 | 7% | 10% | -11%
COCCNC(=O)COC(=O)/C=C/c1cnc2ccccc2n1 | 1% | -8% | -16%
COc1ccccc1NS(=O)(=O)c1cccc(C(=O)NCC(c2ccccc2OC)N2CCCC2)c1 (configuration not stated) | 12% | ? | -7%
COc1ccc(NC(=O)/C(N=Nc2cccc(S(=O)(=O)Nc3ccc(SC(F)F)cc3)c2)=C(\C)O)cc1 | -1% | ? | /
COC(=O)CN1C(C(=O)c2ccccc2)=C(OC(=O)c2ccc(F)cc2)c2ccccc2S1(=O)=O | -7% | 16µM* | -12%
CCNc1nc(NCC)n2c(SCC(=O)NCC3CCCCC3)nnc2n1 | 2% | -6% | -3%
O=C(c1sc2ccccc2c1Cl)N1CCN(c2ccccn2)CC1 | -2% | -1% | -7%
Cc1cccc(-c2nnc(SCC(=O)O)n2Cc2ccccc2)c1 | -6% | 2% | 0%
Cc1ccnc(NS(=O)(=O)c2cc(-c3cc(C)no3)ccc2C(C)C)c1 | 20% | 5% | -3%
Cc1ccc(C)c(OCCN2C(=O)NC3(CCc4ccccc4C3)C2=O)c1 (configuration not stated) | -20% | -26% | -9%
CCOC(=O)N1CCC(NC(=O)C2CCN(c3ccc(N4CCOCC4)nn3)CC2)CC1 | -2% | -17% | 3%
CCCC(=O)Nc1sc(C(=O)OC)c(C)c1C(N)=O | -13% | -15% | -3%
CCCCCN(C(=O)CCC(=O)OCCOc1ccccc1Cl)c1c(N)n(CCCC)c(=O)[nH]c1=O | -5% | ? | -1%
CCCCCC(=O)Nc1nc(C)c(-c2csc(Nc3ccccc3OCC)n2)s1 | -9% | ? | -13%
Going on with the list.
SMILES | FEN1 inhibitor | TDP1 cell CPT | KAT2A inh
CN(C)c1ccc(C(=O)c2ccccc2C(=O)O)cc1[N+](=O)[O-] | -9% | 2% | -5%
Cc1cccc(C)c1NC(=O)CN(C)C(=O)c1ccc(-n2cncn2)c([N+](=O)[O-])c1 | 6% | 7% | -7%
COc1cccc(OCc2nc(-c3ccc(Br)o3)no2)c1 | -2% | 8% | -3%
COc1ccccc1C(=O)Nc1c2c(nn1-c1ccc([N+](=O)[O-])cc1)CS(=O)(=O)C2 | 4% | -2% | -4%
COc1cccc(/C=N/NC(=O)Cn2nc([N+](=O)[O-])cc2C)c1 | 3% | 16% | -13%
CCN(c1ccccc1)S(=O)(=O)c1ccc(Oc2ccc(-n3ccnc3)cc2)nc1 | -2% | 5.2µM* | -8%
COc1c(N2CCN(C(=S)NC3CC4CCC3C4)C(C)C2)c(F)cc2c(=O)c(C(=O)O)cn(C3CC3)c12 (configuration not stated) | ? | 23µM* | 0%
COc1ccc(-c2nnc(SCC(=O)NC(C)C)n2CC2CCCO2)cc1OC (configuration not stated) | -1% | 4% | -1%
CCN1C(=O)C(=O)N(CC(=O)c2cc(C)n(C3CC3)c2C)C1=O | 18% | -7% | -3%
CCOc1ccc(NC(=O)c2ccc(CN3CCc4ccccc4C3)cc2)cc1 | -1% | ? | -2%
CN1CCN(c2ncc3nc(CCc4ccccc4)c(=O)n(C4CC4)c3n2)CC1 | / | ? | -13%
COCc1cc(C)nc2sc(C(=O)Nc3ccccc3C)c(N)c12 | 12% | -16% | -5%
COc1ccc(/C=N\NC(=O)CNC(=O)C2COc3ccccc3O2)cc1[N+](=O)[O-] (configuration not stated) | 13% | -7% | -8%
CC(OC(=O)c1nc(-c2ccccc2)n(-c2ccccc2)n1)C(=O)Nc1cc(Cl)cc(Cl)c1 (configuration not stated) | -13% | -9% | -19%
COc1ccc(C(=O)Nc2nc(-c3nnn(-c4cc(OC)ccc4OC)c3C)ns2)cc1 | 2% | 16µM* | -2%
CCN1C(C#N)=C(C#N)N=C(C)CC1(C)C | 1% | 1% | 18%
CCOc1ccc(NC(=O)c2oc3ccccc3c2NC(=O)c2cc3ccccc3o2)cc1 | 7% | -26% | -7%
CCOC(=O)CCCCCC(=O)Nc1ccc2c(c1)C(=O)N([C@H](C)CO)C[C@H](C)[C@@H](CN(C)C(=O)Nc1ccc(OC)cc1)O2 | -3% | 1% | -5%
Cc1ccc(C(=O)NCC(=O)OCC(=O)NCCNC(=O)COC(=O)CNC(=O)c2ccc(C)cc2)cc1 | 2% | 2% | 1%
O=C(/C=C/c1ccc(S(=O)(=O)N2CCOCC2)cc1)N1CCN(c2ccccc2)CC1 | 16% | 12µM* | -7%

Arranged by count of non-hydrogen atoms (rising): some entries from above.
SMILES | FEN1 inhibitor | TDP1 cell CPT | KAT2A inh
COc1ccc(Oc2ccccc2C=O)cc1 | 2% | 12µM* | 4%
COc1ccc(S(=O)(=O)NCCc2ccco2)cc1OC | 2% | -3% | 2%
COc1ncc2nc(-c3ccc(F)cc3)c(=O)n(CCC#N)c2n1 | / | 0% | -20%
